Source: PubChem BioAssay
CaV13 FRET inh: Primary screen for inhibitors of IQ motif and Ca2+-dependent inactivation inhibitor domain binding in CACNA1D, Förster resonance energy transfer in living cells, …; inhibition, % at 12.3 µM; hit rate 0.098% among 340,000; HEK cells, CFP/YFP FRET ICDI-IQ, plate reader, 10 min; percent FRET-ratio fall versus neutral wells;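 active = mean replicate inhibition of at least 30% and at least 1% of replicates passing that level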;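 also: 0% = median of the neutral control wells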
Vif inh: HIV Vif self-association inhibitors, primary screen, imaging, HEK293T, single point; HEK293T cells, Vif self-association by quenched fluorescence, 24 h; inhibition, % at 7.49 µM; hit rate 0.35% among 340,000; AID 602346, 2012; in the data active = inhibition above about 50%, passing the limit was not always enough; also: some results filed as inactive read as strong as hits
PDI turbidity: inhibitors of human PDI, primary screen, biochemical, turbidity, single point, plate reader; PDI insulin aggregation turbidity, A650, 90 min; inhibition, % at 10 µM; hit rate 0.052% among 350,000;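 active = mean inhibition across replicates of 30% or more, whatever share of single replicates reach that level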;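 also: absorbance from insulin aggregation driven by PDI reduction with DTT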
Target sequence (P07237 whole entry, looked up): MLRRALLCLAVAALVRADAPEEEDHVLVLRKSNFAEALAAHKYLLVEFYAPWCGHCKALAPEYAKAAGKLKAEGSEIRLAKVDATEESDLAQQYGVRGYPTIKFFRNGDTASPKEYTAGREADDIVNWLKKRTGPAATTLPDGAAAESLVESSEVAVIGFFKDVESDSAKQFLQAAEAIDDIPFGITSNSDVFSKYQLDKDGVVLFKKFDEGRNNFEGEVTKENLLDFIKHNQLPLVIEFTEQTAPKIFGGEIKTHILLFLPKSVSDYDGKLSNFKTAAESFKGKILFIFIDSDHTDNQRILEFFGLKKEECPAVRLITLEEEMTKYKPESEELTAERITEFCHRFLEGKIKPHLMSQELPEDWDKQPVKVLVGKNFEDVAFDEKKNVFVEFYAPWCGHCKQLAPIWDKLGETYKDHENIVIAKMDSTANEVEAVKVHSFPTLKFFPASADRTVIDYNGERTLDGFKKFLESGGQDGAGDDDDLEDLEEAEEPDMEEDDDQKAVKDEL
MC4R barr agon: MC4R agonists recruiting beta-arrestin, primary screen, cell-based, luminescence, agonist arm of biased-ligand search; U2OS MC4R beta-arrestin complementation; percent of melanotan II response, DMSO zero; activation, % at 8.9 µM; hit rate 0.98% among 360,000;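 active = activation above a per-plate cutoff, the mean activation of sample wells on that plate plus 3 SD, cut at about 8% in these data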
Target sequence (P32245 whole entry, looked up): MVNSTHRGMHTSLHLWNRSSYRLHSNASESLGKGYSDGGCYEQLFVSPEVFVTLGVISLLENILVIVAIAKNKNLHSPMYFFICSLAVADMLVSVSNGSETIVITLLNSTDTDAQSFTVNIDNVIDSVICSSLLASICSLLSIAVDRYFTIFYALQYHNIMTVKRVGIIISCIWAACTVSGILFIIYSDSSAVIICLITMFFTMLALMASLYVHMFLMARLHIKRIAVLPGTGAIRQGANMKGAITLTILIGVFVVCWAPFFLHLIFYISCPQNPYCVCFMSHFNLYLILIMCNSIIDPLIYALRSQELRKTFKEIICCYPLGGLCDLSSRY
aDG glyco act: activators of alpha-DG glycosylation, primary screen, uHTS, Pro5-aDG cells, AlphaScreen; alpha-DG glycosylation AlphaScreen (IIH6); 0% Pro5, 100% B10-LARGE cell signal; activation, % at 10 µM; hit rate 0.22% among 360,000;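 active = activation of at least 8% versus controls, or a plate z-score of at least 8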;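 also: Pro5 are CHO cells carrying HIG-tagged alpha-DG that lacks glycosylation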
N-glyco inh: increase of ERlucT glycosylation luciferase signal, primary screen, N-linked glycosylation inhibitor project, D54 ERlucT cells, luminescence, set 2; D54 ERlucT glycosylation luciferase reporter, 24 h; percent of 100 nM tunicamycin response; reporter increase, % at 12.5 µM; hit rate 0.23% among 360,000; AID 588692, 2011;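 active = mean luciferase reporter signal, scaled so untreated is 0 and the glycosylation-blocking control 100, at or above a set limit in every replicate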;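 also: luciferase carries N-glycosylation sites so blocking glycosylation raises the light; 0% = median of neutral control wells and 100% = median of 100 nM tunicamycin wells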
H9c2 protect: cardioprotection against H2O2-induced cell death, primary screen, uHTS, H9c2 cells, ATPLite luminescence | H9c2 cardiomyocytes, H2O2 injury protection, 2 h | protection from H2O2 cell death, % at 20 µM | hit rate 0.63% among 360,000 | AID 588492, 2011;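 active = compounds giving at least 50% protection of heart cells from peroxide-induced death in the single-dose screen, raw or plate-pattern-corrected value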;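 also: 0% = DMSO wells with peroxide and 100% = DMSO wells without peroxide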
MC4R antag cAMP: MC4R antagonists of cAMP signaling, primary screen, cell-based, TR-FRET, antagonist arm of biased-ligand search; Melanocortin receptor 4 (Homo sapiens), P32245; MC4R-expressing cells, MTII-stimulated cAMP, LANCE TR-FRET; inhibition, % at 6.5 µM; hit rate 0.48% among 360,000;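 active = inhibition above its plate's cutoff, the mean of tested wells on that plate plus 3 SD, cut at about 29% in these data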;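 also: 0% = Melanotan II alone and 100% = Melanotan II plus saturating MCL0020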
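Material – human MC4R-expressing U2OS cells · Repeats – no replicates · Detection – TR-FRET with Eu-cAMP and labeled anti-cAMP, 671 nm · Times – compound 30 min, challenge 1 h, detection 1 h · Compound – single nominal compound dose of 6.5 µM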
HTR2A ag: mouse Htr2a agonists via beta-arrestin recruitment, primary screen, cell-based, luminescence; AID 624169, 2012; CHO-K1 mHTR2A beta-arrestin complementation; percent of 30 µM serotonin response; 5-hydroxytryptamine receptor 2A (Mus musculus), P35363; hit rate 0.66% among 360,000; activation, % at 7.6 µM;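 active = activation above a run cutoff, the mean activation of all tested compounds plus 3 SD, cut at about 14% in these data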;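 also: 0% = plate median of compound wells and 100% = 30 µM serotonin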
ABCB6 inh MLPCN: ABCB6 transporter inhibitors, primary screen, K562-ABCB6 cells, flow cytometry, MLPCN library; ATP-binding cassette sub-family B member 6 (Homo sapiens), Q9NP58; K562-ABCB6 porphyrin accumulation, 1 h; stronger effect = lower value; fluorescence ratio to DMSO, % at 10 µM; hit rate 0.19% among 360,000;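 active = fluorescence ratio to DMSO below 75%, the collection mean minus 3 SD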;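 also: signal is porphyrin accumulated inside mitochondria; 100% equals median channel fluorescence of DMSO control wells; lower ratio means ABCB6 inhibition with less porphyrin fluorescence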
Numbers without * were called inactive; nt = no result given.

SMILES	CaV13 FRET inh	Vif inh	PDI turbidity	MC4R barr agon	aDG glyco act	N-glyco inh	H9c2 protect	MC4R antag cAMP	HTR2A ag	ABCB6 inh MLPCN
CCOc1ccc(N(CC(=O)NCCOc2ccc(C)cc2)S(=O)(=O)c2ccccc2)cc1	-5.2	-6.0	6.6	1.1	0.6	-5.3	-5.3	3.9	1.1	94.0
CC1CCCN(C(=O)c2cccc(S(=O)(=O)Nc3cc(C(F)(F)F)ccc3Cl)c2)C1 (stereo unspecified)	-5.0	2.6	14.1	-1.1	-0.1	1.1	-5.7	-1.5	8.1	99.0
COc1ccc(Cl)cc1NC(=O)CN(C)C(=O)CN1C(=O)NC(C)(c2ccc3ccccc3c2)C1=O (stereo unspecified)	-18.4	6.8	11.3	0.3	-0.2	7.0	-0.1	2.1	-1.8	91.0
CCOC(=O)N(C)c1c(CC)nc2c(OCc3ccc(Cl)cc3)cccn12	-11.2	-13.8	-7.5	-0.7	0.2	-1.4	2.2	-5.8	-3.6	82.0
Cc1c(C(=O)N2CCN(Cc3ccc4c(c3)OCO4)CC2)cccc1[N+](=O)[O-]	-4.4	-5.7	10.4	-1.5	0.4	-1.3	-2.1	4.7	0.3	99.0
O=C(O)C1Cc2ccccc2-c2ccccc2C1	-19.3	9.9	-3.3	-0.4	0.2	0.0	-2.9	10.3	-0.5	95.0
O=C(CCCn1c(=O)[nH]c2ccccc2c1=O)Nc1ccc(F)cc1	-6.3	2.7	6.0	0.0	-0.4	-0.4	-4.0	14.5	3.7	102.0
COc1cc2c(cc1/C=C1/NC(=O)N(CC(=O)Nc3ccccc3)C1=O)OCO2	-68.5	37.9	8.1	-0.4	0.1	-0.1	-7.1	-11.8	5.4	100.0
CC(=O)c1ccc(OCc2nnn(CC(=O)NS(=O)(=O)c3ccc(C)cc3)c2-c2ccccc2)cc1	-4.7	14.0	1.9	-0.5	-0.1	4.1	-4.1	0.1	1.1	101.0
O=C(Nc1nnc([C@@H]2C[C@H](O)[C@@H](CO)O2)s1)c1c(F)cccc1F	-4.7	1.7	-5.0	1.1	0.1	2.9	8.2	8.2	6.1	93.0
c1ccc(OCCOCCSc2ncccn2)cc1	nt	-2.5	19.6	-0.1	0.2	-1.0	9.8	-5.9	-4.8	91.0
COc1ccc(CN(C)C(=O)c2ccccc2OCc2c(C)noc2C)c(OC)c1	-5.4	-3.1	2.0	-2.3	-0.1	2.4	1.5	6.0	5.2	91.0
CC(C)Cc1csc(NC(=O)c2ccc(Cl)cc2)c1C(=O)O	-5.5	-4.3	-0.4	-0.6	0.0	3.2	-10.3	5.2	2.1	100.0
O=C(Nc1cccc(C(F)(F)F)c1)n1cc(-c2ccccn2)c(N2CCOCC2)n1	-14.1	22.6	-6.0	0.4	0.6	0.1	-28.9	0.8	-4.2	102.0
O=C(NNC(=O)c1ccccc1OCc1ccccc1Cl)c1csc(N2CCOCC2)n1	-9.4	-1.5	1.1	-5.5	-0.1	19.2	52.0*	4.3	-16.4	97.0
CC(=O)c1ccc(OC(=O)c2ccc(Br)o2)cc1	-4.0	11.3	-13.9	-0.5	-0.2	2.4	-4.0	-2.3	2.2	99.0
COc1cc(NC(=O)c2ccc(-c3ccnn3C)c3ccoc23)cc(OC)c1OC	-9.3	-2.9	-4.7	0.1	-0.1	10.2	2.5	2.4	-6.0	100.0
Cc1ccc(OCCNC(=O)c2ccc(C)cc2)cc1	-4.3	2.3	3.1	0.4	0.0	-0.9	-3.0	17.5	-12.5	102.0
S=C(Nc1ccccc1Cl)N(CCCN1CCOCC1)Cc1ccccn1	-8.8	-7.2	3.2	-1.5	0.0	-0.1	8.8	-4.8	-1.2	101.0
Cc1ccccc1NC(=S)NNC(=O)c1csc2c1CCC(C)C2 (stereo unspecified)	-5.2	-0.7	-2.5	-0.1	0.0	-13.5	-8.9	1.9	-5.9	89.0
CCOc1ccc(CNCCCSc2ncccn2)cc1OC	-21.3	2.0	-4.3	-1.0	0.1	-0.5	-1.5	14.2	0.8	102.0
COc1ccc(CNC(=O)C2CCCN2S(=O)(=O)c2ccc(S(=O)(=O)N(C)C)cc2)cc1 (stereo unspecified)	-5.5	-1.0	-7.8	1.2	-0.2	-0.4	3.7	-4.1	2.1	89.0
CCOc1ccc(-c2ccc(NS(=O)(=O)c3ccc([N+](=O)[O-])cc3)cc2)nn1	-3.0	1.7	3.6	-3.8	-0.3	-0.2	1.5	6.9	-2.5	96.0
CC(=O)Nc1ccc(S(=O)(=O)NCCC(=O)OCc2ccc([N+](=O)[O-])cc2)cc1	-5.7	-6.4	3.7	-1.8	-0.4	-0.5	-11.8	9.7	0.8	93.0
Nc1[nH]c(N=NC(=O)c2ccccc2)c2ccccc12	-2.4	0.5	3.9	-1.4	0.0	2.9	3.5	3.1	2.5	96.0
COc1ccc2c(CC(=O)Nc3ccccc3OC)coc2c1	-7.6	48.9	7.6	-2.5	0.1	-4.0	-5.9	5.9	-0.3	102.0
O=C(Nc1cccc(C(F)(F)F)c1)C1CCN(S(=O)(=O)c2ccc(N3CCCC3=O)cc2)CC1	-6.9	-6.1	2.0	0.0	1.7	-4.7	-13.4	6.8	-5.3	98.0
COc1ccc2cc(CN(CC3CCCO3)C(=O)Nc3ccccc3)c(=O)[nH]c2c1 (stereo unspecified)	5.0	-3.2	-1.3	-0.7	0.0	3.6	9.3	9.8	0.6	95.0
CCOc1ccc(CCNC(=O)COC(=O)c2n[nH]c3ccccc23)cc1OCC	-11.4	1.0	4.5	0.6	-0.3	-2.6	-0.9	6.2	-6.0	100.0
O=[N+]([O-])c1ccc(CNc2cccc(Cl)c2)s1	-1.5	4.9	-5.7	0.2	-0.1	1.3	-7.6	-1.4	1.9	109.0
CCCC(=O)Nc1nc(C)c(C(C)=O)s1	-2.3	5.0	-0.4	-1.1	0.5	4.4	5.2	2.0	-3.0	95.0
Cc1ccc(S(=O)(=O)N2CCC(=O)N(CCO)CC2)cc1	-3.8	-0.5	-0.1	-0.9	0.1	-1.4	-2.1	3.6	1.7	99.0
O=C(O)c1cc(-c2ccccc2)n(-c2ccc(Cl)cc2Cl)n1	-4.2	-0.9	3.7	-0.8	0.0	2.7	8.4	13.5	4.6	92.0
O=C(CCC1CCCCC1)Nc1ccccc1C(=O)N1CCOCC1	1.5	5.9	-7.2	-2.3	-0.1	1.7	-4.5	1.6	2.8	107.0
CN(C(=O)c1cccnc1)c1nnc(-c2ccccn2)s1	nt	10.7	2.2	0.3	-0.1	0.5	1.7	11.2	11.1	93.0
CCc1ccccc1N(CC(=O)NCc1ccco1)C(=O)c1snc(C(N)=O)c1N	nt	-0.9	-0.8	0.7	0.4	1.6	12.0	13.3	4.8	118.0
CC(C)Cn1cc(-c2cncc3nccn23)cn1	-6.3	1.1	-0.1	-1.3	0.1	3.2	-2.1	-4.0	1.1	95.0
COc1ccc(NC(=O)C2(C)CCN2Cc2ccc(C(C)C)cc2)cc1OC (stereo unspecified)	-4.9	2.7	-3.3	-0.2	0.0	-0.7	-16.0	0.4	10.9	94.0
CC(C)(C)SCCNC(=O)CN(c1ccccc1)S(=O)(=O)c1ccc(F)cc1	-3.5	-0.1	1.1	2.3	0.1	-1.9	-0.7	-0.2	0.6	100.0
COC(=O)CCNS(=O)(=O)c1ccc2ccccc2c1	-4.7	-0.8	-0.8	0.9	0.1	2.7	-0.9	8.1	4.8	98.0
Cc1cc(NC(=O)Cc2ccc(Br)cc2)no1	-5.3	6.9	2.5	0.3	-0.1	0.8	1.3	5.1	-2.6	100.0
CCN(CC)C(=O)C1=C(C)N(CCCOC)C(=O)C(CC(=O)NCc2cccs2)C1 (stereo unspecified)	-6.8	1.3	-5.1	0.9	0.0	2.7	7.1	0.7	-2.0	93.0
O=C1N(CN2C(=O)C3(OCCO3)c3ccccc32)c2ccccc2C12OCCO2	nt	nt	7.1	-1.0	0.2	1.3	9.0	8.8	-0.7	98.0
CS(=O)(=O)N1CCCC(C(=O)N2CCN(c3cccc(Cl)c3)CC2)C1 (stereo unspecified)	-5.5	-5.5	11.4	-2.6	0.8	1.5	-2.5	1.6	6.2	100.0
Cc1cccc(NC(=O)Nc2c(C)n(C)n(-c3ccccc3)c2=O)c1	-5.1	-5.5	3.6	-1.6	0.2	2.2	5.3	11.2	0.6	98.0
N#CCCN(C(=O)CCl)c1cccc(Cl)c1	-18.7	0.4	4.9	-2.4	1.7	-0.7	-4.5	20.2	-4.6	102.0
CCCCn1c(SCC(=O)N2CCCC2)nnc1-c1ccccc1	-3.5	8.8	1.6	-1.7	-0.2	0.5	2.9	0.3	2.7	104.0
CCN(C(=O)COC(=O)c1cc(=O)[nH]c2ccccc12)C1CCS(=O)(=O)C1 (stereo unspecified)	-5.1	-4.0	-2.0	0.4	-0.3	0.9	4.0	-16.6	3.4	96.0
Cc1ccc2nc(-c3ccccc3)cc(C(=O)NCC(c3ccco3)N(C)C)c2c1 (stereo unspecified)	-3.6	-6.2	-6.7	-2.9	0.2	0.1	11.1	-0.2	-11.7	101.0
CC(=O)/C(=N\Nc1ccc(C)cc1)N1CCOCC1	-5.2	8.4	2.5	-0.2	0.0	-0.4	-5.0	9.4	-1.7	107.0

Results in N-glyco inh (two entries from above):
| smiles | N-glyco inh |
| --- | --- |
| CS(=O)(=O)N1CCCC(C(=O)N2CCN(c3cccc(Cl)c3)CC2)C1 (stereo unspecified) | 1.5 |
| Cc1cccc(NC(=O)Nc2c(C)n(C)n(-c3ccccc3)c2=O)c1 | 2.2 |

Going on with the list.
SMILES	CaV13 FRET inh	Vif inh	PDI turbidity	MC4R barr agon	aDG glyco act	N-glyco inh	H9c2 protect	MC4R antag cAMP	HTR2A ag	ABCB6 inh MLPCN
O=[N+]([O-])c1ccc(OCc2nnc(-c3ccccc3)o2)cc1	-4.2	0.8	-0.1	-1.8	-0.6	1.5	-2.2	9.6	-3.0	88.0
Cc1nc2cc(NS(=O)(=O)c3c(C)c(C)cc(C)c3C)ccc2s1	nt	-10.5	-2.0	-2.6	1.0	-1.2	-31.8	-8.8	-5.2	98.0
Nc1ccccc1-c1nc2ccccc2[nH]c1=O	-17.8	5.8	-0.2	-1.1	0.2	1.6	-10.0	-5.3	8.4	99.0
COCCNc1c(-c2ccc(OC)c(OC)c2)nc2ccc(Cl)cn12	5.3	5.4	-1.1	-0.1	-0.5	1.2	21.1	24.4	-2.0	99.0
